TRb SRC2 PPI: disrupts binding of human TR beta to SRC2. P10828. TRbeta-SRC2 peptide binding, fluorescence polarization; receptor liganded with 1 µM T3. Potency, µM (top dose mostly 106 µM), inactives show top-dose activity change, negative = inhibition, actives largely listed as inhibitors. 280,000 tested, 0.065% active;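 further: potency means the concentration at half of the fitted maximal effect; plate controls were bound peptide for no effect and peptide without receptor for full effect; nearly all actives have a fitted effect of over 50% in size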
Target sequence (P10828 whole entry, looked up): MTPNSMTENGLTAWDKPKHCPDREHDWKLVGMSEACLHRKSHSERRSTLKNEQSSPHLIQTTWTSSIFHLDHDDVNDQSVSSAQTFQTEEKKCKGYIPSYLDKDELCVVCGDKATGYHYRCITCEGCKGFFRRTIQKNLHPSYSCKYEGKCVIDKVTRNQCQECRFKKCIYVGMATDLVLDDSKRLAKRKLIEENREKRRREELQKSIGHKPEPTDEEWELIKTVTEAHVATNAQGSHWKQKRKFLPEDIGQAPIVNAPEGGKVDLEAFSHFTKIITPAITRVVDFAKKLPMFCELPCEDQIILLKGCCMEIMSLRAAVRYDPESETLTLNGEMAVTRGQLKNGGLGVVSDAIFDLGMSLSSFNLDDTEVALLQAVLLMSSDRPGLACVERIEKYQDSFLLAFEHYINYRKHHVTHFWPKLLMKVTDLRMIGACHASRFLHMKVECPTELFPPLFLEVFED
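A fluorescence polarization screen tested compounds at multiple concentrations against complex formation between 0.6 uM TRb ligand-binding domain and 20 nM Texas Red SRC2 peptide, with 1 uM T3 present; readout after 5 hr.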
NPSR antagonist: neuropeptide S receptor (human) antagonism, cAMP; Potency, µM (series often up to 38.3 µM), without a hit: top-dose activity change, negative = inhibition, most hits filed as inhibitors; CHO-NPSR cells, cAMP TR-FRET, antagonist mode; 220,000 tested, 1% active; Q6W5P4; further: potency means the concentration at half of the fitted maximal effect; on the % scale 0 is the no-effect control and ±100 the full control effect; nearly all actives have a fitted effect of over 50% in size; many of its hits are not listed in these tables
Target sequence (Q6W5P4 whole entry, looked up): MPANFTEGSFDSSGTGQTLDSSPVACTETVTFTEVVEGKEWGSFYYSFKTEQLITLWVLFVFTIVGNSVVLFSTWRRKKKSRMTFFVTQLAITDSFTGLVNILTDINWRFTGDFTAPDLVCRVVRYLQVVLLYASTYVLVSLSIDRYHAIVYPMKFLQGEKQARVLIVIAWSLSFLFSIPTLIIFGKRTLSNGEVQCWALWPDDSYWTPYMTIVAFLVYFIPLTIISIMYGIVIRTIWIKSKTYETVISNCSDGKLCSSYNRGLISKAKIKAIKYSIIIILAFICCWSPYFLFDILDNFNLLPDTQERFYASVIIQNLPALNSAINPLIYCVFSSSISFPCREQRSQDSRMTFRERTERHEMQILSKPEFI
TR SRC2 fluor cs: Texas Red fluorescence interference in TRb-SRC2 counter-screen | AID 1479 | TRb/SRC2 Texas Red total fluorescence interference | Potency, µM (top dose mostly 106 µM), for inactives: at the highest dose fluorescence change, negative = quenching | 280,000 tested, 0.29% active; active means well fitted curve in either direction with a large enough effect; inconclusive means small, poorly fitted or top-dose-only effect; further: potency means the concentration at half of the fitted maximal effect; on the % scale 0 is the no-effect control and ±100 the full control effect
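Human TRβ ligand-binding domain (0.6 uM) and Texas Red SRC2 peptide (20 nM) in Tris buffer with 1 uM T3 and 5% DMSO were incubated with pinned compound for 5 hr at ambient temperature. Total fluorescence was computed as S + 2P (555/632 nm).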
aGal spleen mod: inhibitors or activators of human alpha-galactosidase in spleen homogenate. P06280. human spleen homogenate, 4MU-alpha-Gal fluorescence, 40 min. Potency, µM (highest dose often 80 µM), for the others: at the top dose activity change, negative = inhibition, usual class: inhibitors. 240,000 tested, 0.008% active. AID 2107;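 further: potency means the concentration at half of the fitted maximal effect; 0% = enzyme with vehicle and -100% = no enzyme basal signal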
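Fluorogenic readout (Ex 365/Em 440 nm) of 4-methylumbelliferone released from 1 mM 4-MU-alpha-galactoside by spleen homogenate, 40 min at 37C, pH 5.0. Data normalized to no-enzyme and enzyme controls; Hill-equation AC50 from compound titrations.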
Epigenetic reg: epigenetic control regulation, reporter derepression; murine LDR cells, GFP reporter derepression, 30 h; Potency, µM (top dose mostly 53.9 µM), inactives show at the highest dose GFP activation, hits mostly activators; 280,000 tested, 0.2% active; further: potency means the concentration at half of the fitted maximal effect; % of control where 0% means no effect; nearly all actives have a fitted effect of over 60% in size
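GFP-positive cell count by laser-scanning cytometry (objects 20–120 um) after 30 h, 37 C compound exposure of murine LDR cells; reporter is CMV-GFP integrated at a silenced locus, inducible by HDAC or DNMT inhibitors.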
CBFb-RUNX1 inh: CBF-beta/RUNX1 interaction disruption; Potency, µM (doses to about 59.8 µM), without a hit: at the highest dose activity, negative = inhibition, actives largely listed as inhibitors; AID 1477; Q01196+Q13951; AlphaScreen CBFb-His/RUNX1-biotin binding, biochemical; 230,000 tested, under 10 active; further: % of control where 0% means no effect
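His-tagged CBF-beta and biotinylated RUNX1 (30 nM each) were premixed 20 min at room temperature, exposed to compound for 15 min, then given nickel-chelate and streptavidin AlphaScreen beads (50 ng each). After 90 min, AlphaScreen signal was read.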
Tau fluor counter: counter-screen for tau fibril formation inhibitors. tau K18 P301L (four-repeat tau fragment) Alexa594 fluorescence, heparin fibrillization. Potency, µM (titrated, usually from 57.7 µM), without a hit: at the highest dose activity change, negative = decrease. 280,000 tested, 0.93% active. AID 1463; further: potency means the concentration at half of the fitted maximal effect; on the % scale 0 is the no-effect control and ±100 the full control effect; nearly all actives have a fitted effect of over 55% in size
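Human K18 P301L tau (15 uM unlabeled plus 0.24 uM Alexa 594-labeled, final) in 100 mM sodium acetate pH 7 was mixed with compound and 20 uM heparin and incubated 6 hr at 37 C.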
Tau FP inhib: inhibitors of human tau fibril formation; 280,000 tested, 0.39% active; K18 P301L tau heparin fibrillization, Alexa594 FP, 6 h; AID 1468; Potency, µM (series often up to 57.7 µM), inactives show at the highest dose activity, negative = inhibition, hits mostly inhibitors; P10636; further: potency means the concentration at half of the fitted maximal effect; on the % scale 0 is the no-effect control and ±100 the full control effect; nearly all actives have a fitted effect of over 55% in size
Target sequence (P10636 561-689 P618L limits assumed): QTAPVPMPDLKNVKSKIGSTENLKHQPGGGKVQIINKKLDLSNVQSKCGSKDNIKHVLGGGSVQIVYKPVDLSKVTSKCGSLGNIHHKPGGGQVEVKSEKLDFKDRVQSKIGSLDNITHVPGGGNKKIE
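Recombinant K18 P301L […], labeled with Alexa 594 at 0.24 uM over 15 uM unlabeled; heparin inducer 20 uM final; 37 C, 6 hr; FP endpoint.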
* hit, by the source's call; ? = inconclusive; . = not tested or not shown; & = joins results of further samples; [ ] = another dose, or the depositor's remark. Unless noted, the call rests on the fitted dose curve; in most records, active means well fitted curve in the direction sought with a large enough effect; inconclusive means small, poorly fitted or top-dose-only effect, or another doubt; inactive means no such curve, though single readings can be large; an effect the other way counts as inactive or inconclusive. A portion of the library. The share of hits here may be higher or lower than overall.

1) C#C[C@@]1(O)CCC2C3CCc4cc(O)ccc4C3CC[C@@]21C (stereo not given in full)
2) O=C(CCNC(=O)Cn1ccc2ccccc2c1=O)NCCN1CCN(c2cccc(Cl)c2)CC1
3) COc1ccccc1N(C(=O)c1snc(C(N)=O)c1N)C(C(=O)NC1CCCC1)c1ccco1 (stereo not given)
4) COc1ccc(-n2c(=S)[nH]c3cc(C(=O)NCc4ccco4)ccc3c2=O)cc1OC
5) C=CCNC(=S)NNC(=O)c1cccc2ccccc12
6) CC(C)Oc1ccc(C(=O)Nc2ccc(NC(=O)c3ccco3)c(Cl)c2)cc1
7) Cn1c(NC(=O)C(C)(C)Oc2ccc(Cl)cc2)cc(=O)n(C)c1=O
8) CCN(C(=O)c1cn(-c2ccc(OC)cc2)c(=O)c2ccccc12)c1cccc(Cl)c1
assay / entry | 1 | 2 | 3 | 4 | 5 | 6 | 7 | 8
NPSR antagonist | . | -7.0%[46.1 µM] | -9.8%[46.1 µM] | -7.9%[46.1 µM] | -9.8%[46.1 µM] | -23.9%[46.1 µM] | -12.3%[46.1 µM] | .
aGal spleen mod | 5.3% | 3.1% | 9.0% | -0.7%&-1.0% | -4.7% | -8.9% | 9.0% | .
Epigenetic reg | 5.3% | -0.9% | -0.8% | 0.0%&-0.9% | 5.9% | 0.2% | 0.0% | 1.2%
CBFb-RUNX1 inh | -4.0% | 0.7% | 1.1% | -0.8%&0.5% | 0.5% | -2.7% | 8.4% | .
TR SRC2 fluor cs | 1.1% | 1.4% | 2.6% | -6.2%&-2.9% | -1.3% | -1.9% | -5.8% | ?
TRb SRC2 PPI | 1.7% | 5.8% | 5.7% | 0.8%&-0.7% | -0.7% | -9.0% | -1.8% | -3.0%
Tau fluor counter | -22.0% | -15.9% | 0.1% | -13.3%&-6.3% | -0.7% | -29.3% | -5.3% | -17.8%
Tau FP inhib | 5.3% | -5.8% | 0.2% | -11.6%&-2.8% | -0.3% | -14.3% | -10.7% | -9.2%

9) O=C(CSC(=S)N1CCOCC1)N1N=CCC1c1ccccc1 (stereo not given)
10) C=C(C)COc1ccc(-c2nc(N)ncc2Oc2ccccc2OC)c(O)c1
11) CC(C)CCNc1ncnc2c1nnn2Cc1ccccc1Cl
12) CCOC(=O)CNS(=O)(=O)c1ccc2c3c(cccc13)C(=O)N2CC
13) CCOC(=O)/C(C#N)=C/c1cccc([N+](=O)[O-])c1
14) COc1ccc2cc(/C=C/C(=O)c3ccco3)c(Cl)nc2c1
15) CC(C)(Oc1ccc(CCNC(=O)c2ccc(-c3ccc(Cl)cc3)o2)cc1)C(=O)O
16) COC(=O)c1c(-c2ccccc2)noc1C
assay / entry | 9 | 10 | 11 | 12 | 13 | 14 | 15 | 16
NPSR antagonist | -4.5%[46.1 µM] | ? | -21.5%[46.1 µM] | -0.3% | -28.0% | -8.6%[46.1 µM] | -20.6% | 11.5%
aGal spleen mod | -2.3% | 1.4% | 3.0% | -2.8% | 6.2% | 13.0% | -3.3% | -2.0%
Epigenetic reg | -0.2% | 8.0% | -1.5% | -0.3% | 1.1% | 0.0% | -0.3% | 1.9%
CBFb-RUNX1 inh | 1.5% | -7.1% | -0.4% | 1.8% | 1.6% | 3.2% | 4.0% | 2.2%
TR SRC2 fluor cs | -0.1% | 1.3% | -1.6% | 0.7% | -2.0% | -3.7% | 3.5% | -3.3%
TRb SRC2 PPI | -5.6% | 0.5% | 1.7% | 6.7% | -2.2% | -3.5% | 0.0% | 2.1%
Tau fluor counter | -6.0% | ? | 1.2% | -2.1% | -2.1% | -7.7% | 0.4% | 10.3%
Tau FP inhib | 5.2% | ? | 4.3% | -0.2% | 1.5% | -1.0% | 1.6% | 9.1%

17) O=C(Nc1cccc2ccccc12)/C(=C/c1ccc([N+](=O)[O-])cc1)NC(=O)c1ccccc1
18) Cc1ccc(-c2noc(CCC(=O)N3CCN(c4cccc(C(F)(F)F)c4)CC3)n2)cc1
19) Cn1c(SCC(=O)NC(C)(C)C)nnc1-c1ccc(C(C)(C)C)cc1
20) C[C@@](N)(C(=O)O)[C@@H]1C[C@@H]1C(=O)O
21) CC(=O)c1c(C)oc2ccc(NS(=O)(=O)c3ccc(C(C)C)cc3)cc12
22) O=C(CN1C(=O)c2ccccc2S1(=O)=O)N1CCN(Cc2ccc3c(c2)OCO3)CC1
23) CCN1CCN(Cc2nc3c(c(=O)n(C)c(=O)n3C)n2Cc2cccc3ccccc23)CC1
24) COc1ccc(NC(=O)Cn2nnc(C(=O)NCc3cccs3)c2N)cc1
assay / entry | 17 | 18 | 19 | 20 | 21 | 22 | 23 | 24
NPSR antagonist | -25.4%[46.1 µM] | 7.6%[46.1 µM] | -12.1%[46.1 µM] | . | . | 5.1%[46.1 µM] | -0.8%[46.1 µM] | .
aGal spleen mod | -12.8% | -3.5% | -4.1% | 0.9% | . | -0.4% | -1.6% | .
Epigenetic reg | 0.0% | 0.0% | -1.1% | 0.0% | -0.6% | 0.0% | -5.5% | -0.1%
CBFb-RUNX1 inh | -10.9% | 9.6% | 1.3% | 17.0% | . | 6.0% | 4.0% | .
TR SRC2 fluor cs | 0.3% | -5.3% | -0.6% | -2.8% | -1.9% | -6.1% | 1.4% | -2.2%
TRb SRC2 PPI | 8.9% | 4.6% | -11.6% | 1.9% | 8.6% | -1.4% | -4.3% | -5.2%
Tau fluor counter | ? | -20.6% | -3.7% | -7.3% | -10.2% | -2.8% | -7.7% | 8.4%
Tau FP inhib | 17.2% | -2.3% | -4.8% | 1.0% | -7.2% | -4.1% | 0.9% | -10.7%

Structures listed so far that contain a nitro group on carbon (2):
13) CCOC(=O)/C(C#N)=C/c1cccc([N+](=O)[O-])c1
17) O=C(Nc1cccc2ccccc12)/C(=C/c1ccc([N+](=O)[O-])cc1)NC(=O)c1ccccc1
assay / entry | 13 | 17
NPSR antagonist | -28.0% | -25.4%[46.1 µM]
aGal spleen mod | 6.2% | -12.8%
Epigenetic reg | 1.1% | 0.0%
CBFb-RUNX1 inh | 1.6% | -10.9%
TR SRC2 fluor cs | -2.0% | 0.3%
TRb SRC2 PPI | -2.2% | 8.9%
Tau fluor counter | -2.1% | ?
Tau FP inhib | 1.5% | 17.2%

(cont.)
25) O=C(NCCCn1ccnc1)c1ccncc1
26) COc1ccc(/C=N/NS(=O)(=O)c2ccccc2)cc1OS(=O)(=O)c1ccccc1
27) CSc1nc2ccc(NC(=O)C3CC(=O)N(Cc4ccccc4)C3)cc2s1 (stereo not given)
28) CCCC(=O)Nc1nnc(-c2ccc3c(c2)OCO3)s1
29) CCOC(=O)N1CCC(NC(=O)CSc2cc(=O)n(C)c3ccccc23)CC1
30) CC(C)NC(=S)N1CCN(C/C=C/c2ccccc2)CC1
31) CCC(C(=O)Nc1cccc(C#N)c1)n1nc(-c2ccccc2)ccc1=O (stereo not given)
32) COc1ccc(/C=N/NC(=O)CSCc2ccc([N+](=O)[O-])cc2)cc1OC
assay / entry | 25 | 26 | 27 | 28 | 29 | 30 | 31 | 32
NPSR antagonist | 11.8%[46.1 µM] | ? | -21.1%[46.1 µM] | -20.5% | -24.6%[46.1 µM] | 16.5% | . | 3.6%
aGal spleen mod | 3.7% | 0.5% | -4.5% | 4.2% | 0.6% | -1.5% | . | -1.0%
Epigenetic reg | 1.5% | 2.9% | -1.0% | -1.8% | -1.0% | -0.9% | 5.3% | -1.1%
CBFb-RUNX1 inh | 1.9% | 2.8% | -3.2% | 13.7% | 3.9% | -2.8% | . | -1.7%
TR SRC2 fluor cs | 0.0% | -2.3% | -4.7% | 0.5% | -0.7% | 0.3% | -0.4% | 8.0%
TRb SRC2 PPI | -10.4% | 1.9% | 2.5% | 5.3% | 3.2% | 1.0% | -1.9% | 1.5%
Tau fluor counter | 1.2% | ? | ? | -6.4% | -14.5% | -2.1% | -22.5% | -8.0%
Tau FP inhib | -6.6% | -11.8% | 0.6% | -9.4% | -7.2% | -1.0% | -3.8% | 7.2%

33) CCn1nc(C(=O)OCC(=O)N2CCc3ccccc32)c2ccccc2c1=O
34) COc1ccc(-c2nnn(CC(=O)N(CCN3CCOCC3)C(C(=O)NC3CCCCC3)c3ccco3)n2)cc1 (stereo not given)
35) N/C(Cc1cccs1)=N\OC(=O)COc1ccccc1
36) Cn1c(C(O)c2ccc3c(c2)OCO3)nc2ccccc21 (stereo not given)
37) Cc1ccc(-n2cc(CNCCCn3cccn3)c(-c3cccc(C)c3)n2)cc1
38) CC(C)(C)c1ccc(/C=C/C(=O)Nc2ccc(S(N)(=O)=O)cc2)cc1
39) COc1ccc(N2CCN(C(=O)C(=O)c3c(C)n(C)c4ccccc34)CC2)cc1
40) O=C(O)c1ccc(NC2=C(n3nnc4ccccc43)C(=O)c3ccccc3C2=O)cc1
41) C[C@]1(C(=O)NCCN2CCOCC2)C=C[C@@H](Cc2ccccc2)N1C(=O)c1ccccc1
42) Cc1[nH]c(=O)c(C#N)c(C)c1Cl
assay / entry | 33 | 34 | 35 | 36 | 37 | 38 | 39 | 40 | 41 | 42
NPSR antagonist | -15.9%[46.1 µM] | 6.3% | -16.3%[46.1 µM] | 0.7%[46.1 µM] | -38.9% | . | 0.6% | 1.6% | 15.1% | -7.6%
aGal spleen mod | 1.6% | 9.3% | -1.0% | 2.0% | -2.7% | . | 0.0% | 2.2% | 4.7%&5.8% | -7.9%
Epigenetic reg | 2.2% | 1.6% | 2.8% | 0.0% | 2.1% | 7.5% | -3.9% | -2.8% | 4.5%&1.0% | 0.9%
CBFb-RUNX1 inh | 4.3% | -1.4% | 8.4% | 10.9% | 9.5% | . | -6.9% | -7.9% | 3.6%[2.36 µM] | 2.1%
TR SRC2 fluor cs | -2.6% | -2.5%[53 µM] | 6.2% | -1.4% | -0.3% | -3.1% | -1.5% | -1.9% | 0.7%&-0.9% | 1.8%
TRb SRC2 PPI | -4.3% | -1.5%[53 µM] | 5.0% | -3.7% | 6.6% | 1.8% | -5.1% | 0.1% | 6.2%&9.6% | 1.3%
Tau fluor counter | -8.1% | -3.0% | -15.5% | 16.7% | -9.3% | ? | -14.2% | -20.8% | -4.5%&0.1% | 2.6%
Tau FP inhib | 5.6% | 7.1% | -4.1% | 5.4% | -2.0% | ? | 14.7% | -13.9% | 2.4%&-3.9% | -5.6%
